Screening results deposited in PubChem BioAssay by several laboratories.
V-ATPase pH: regulators of yeast V-ATPase proton transport. S. cerevisiae, pHLuorin cytosolic pH fluorescence. response, % at 10 µM. actives 0.37% (n = 350,000). AID 504577; in the data active = response mostly above about 7.3%, no sharp cut-off; inactive = mostly below about 5.4%; note: actives read high; inactives centre near 0; some compounds called inactive have numbers as strong as hits; reference of the scale not given here
Cardiac RTF inh: cardiac RTF calcium desensitization; AID 493244; actives 0.12% (n = 340,000); IANBD-labeled cardiac RTF, Ca2+ fluorescence; inhibition, % at 7.15 µM;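 active = inhibition above the mean inhibition of all tested compounds plus 3 SD, cut at about 17% in these data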;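 note: assay run at fixed EC70 calcium of 1.6 mM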
MOR-DOR inv ag: inverse agonist of human OPRM1-OPRD1 heterodimerization; P35372+P41143; cell-based MOR-DOR heterodimer luminescence, inverse agonism; inhibition, % at 9.3 µM; actives 0.21% (n = 340,000); AID 504357; in the data active = inhibition above about 22%, passing the limit was not always enough;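 note: 0% = cells with DMSO and 100% = wells without cells with DMSO; values of inactives mirror those of a sister screen read the other way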
CAL-PDZ inh HTS: CAL PDZ (human) peptide binding inhibition. Q9HD26. purified CAL PDZ, TMR-peptide fluorescence polarization, 1 h. inhibition, % at 24.9 µM. actives 0.92% (n = 300,000). AID 602252;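 active = mean inhibition of at least 30% with at least half of replicates also reaching 30%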;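 note: 0% = DMSO neutral control and 100% = excess unlabeled competitor peptide PRC23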
C-LANA FP: blocks KSHV LANA C-terminal domain binding to DNA | MBP-C-LANA/FAM-LBS DNA binding, fluorescence polarization | inhibition, % at 9 µM | actives 0.078% (n = 340,000);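 active = highest replicate inhibition at or above 60% at 9 µM, even if other replicates fall short; inactive = all replicates below 60% inhibition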;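 note: 0% = neutral control wells and 100% = 4 µM acridine orange control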
HTR5A ag ctr: HTR5A agonism, opioid heterodimer counter-screen; actives 0.61% (n = 340,000); HTR5A agonist assay, luminescence, cell-based; activation, % at 9.3 µM; P47898; in the data active = activation mostly above about 9.5%, no sharp cut-off; inactive = mostly below about 7.6%;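 note: 0% = cells with vehicle only and 100% = reference agonist; strong numbers were not always called active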
Target sequence (P47898 whole entry, looked up): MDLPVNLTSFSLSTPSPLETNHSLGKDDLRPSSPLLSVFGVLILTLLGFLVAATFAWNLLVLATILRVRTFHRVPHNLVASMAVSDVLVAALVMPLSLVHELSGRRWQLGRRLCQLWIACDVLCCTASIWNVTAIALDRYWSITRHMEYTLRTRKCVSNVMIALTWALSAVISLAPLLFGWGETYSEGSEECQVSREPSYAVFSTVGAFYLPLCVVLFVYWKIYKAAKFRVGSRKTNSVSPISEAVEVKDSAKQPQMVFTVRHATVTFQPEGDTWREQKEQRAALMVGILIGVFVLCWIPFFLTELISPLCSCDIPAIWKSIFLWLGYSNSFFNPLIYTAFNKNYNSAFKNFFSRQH
HTR5A inv ag: inverse agonist of human HTR5A in OPRM1-OPRD1 counter-screen | inhibition, % at 9.3 µM | HTR5A cell line, luminescence, inverse agonism | actives 0.083% (n = 340,000); in the data active = inhibition mostly above about 23%, no sharp cut-off; inactive = mostly below about 18%;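 note: 0% = cells with DMSO and 100% = no-cell wells with DMSO; some compounds called inactive have numbers as strong as hits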
RTF Ca sens act: cardiac RTF calcium sensitization. IANBD-labeled TnC RTF fluorescence at EC20 calcium; 0% EC20 calcium, 100% full calcium. activation, % at 7.2 µM. actives 0.24% (n = 340,000). AID 493008;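 active = activation above the mean over all tested compounds plus 3 SD, cut at about 30% in these data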;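 note: rise in fluorescence read as greater calcium sensitivity of cardiac thin filaments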
Keap1 Nrf2 FP: inhibitors of human Keap1-Nrf2 protein-protein interaction | Q14145 | Keap1 Kelch-Nrf2 peptide fluorescence polarization, 1536-well | inhibition, % at 9.4 µM | actives 0.15% (n = 340,000); in the data active = inhibition above about 12%;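 note: human Keap1 Kelch domain with fluorescein labeled Nrf2 9mer peptide probe; 0% = neutral control wells and 100% = peptide positive control; higher means more block of Keap1 binding to Nrf2 peptide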
Target sequence (Q14145 whole entry, looked up, the tested form may be a part): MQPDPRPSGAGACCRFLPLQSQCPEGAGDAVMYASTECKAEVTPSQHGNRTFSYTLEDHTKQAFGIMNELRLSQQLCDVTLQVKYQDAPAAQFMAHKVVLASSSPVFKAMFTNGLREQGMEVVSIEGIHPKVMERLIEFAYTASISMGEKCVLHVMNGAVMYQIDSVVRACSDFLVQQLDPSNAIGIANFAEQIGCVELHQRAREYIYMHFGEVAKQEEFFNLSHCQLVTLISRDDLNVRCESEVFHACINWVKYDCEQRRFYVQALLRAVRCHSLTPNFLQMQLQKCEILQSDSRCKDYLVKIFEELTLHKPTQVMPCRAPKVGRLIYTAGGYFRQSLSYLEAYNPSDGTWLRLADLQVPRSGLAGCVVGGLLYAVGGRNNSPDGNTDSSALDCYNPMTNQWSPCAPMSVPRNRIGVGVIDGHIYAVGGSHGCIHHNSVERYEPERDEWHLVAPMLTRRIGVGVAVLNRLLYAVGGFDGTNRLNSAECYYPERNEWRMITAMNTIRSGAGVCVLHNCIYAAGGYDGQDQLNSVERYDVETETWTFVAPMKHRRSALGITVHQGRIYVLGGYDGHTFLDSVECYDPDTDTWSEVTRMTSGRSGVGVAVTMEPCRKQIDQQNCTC
OPRM1-OPRD1 ag: OPRM1-OPRD1 heterodimerization agonism | activation, % at 9.3 µM | cells, luminescence | P35372+P41143 | actives 0.3% (n = 340,000); in the data active = activation above about 18%;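 note: 0% = vehicle-treated cells and 100% = reference agonist; values of inactives mirror those of a sister screen read the other way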
An asterisk follows results filed as active; · = no result given.

molecule	V-ATPase pH	Cardiac RTF inh	MOR-DOR inv ag	CAL-PDZ inh HTS	C-LANA FP	HTR5A ag ctr	HTR5A inv ag	RTF Ca sens act	Keap1 Nrf2 FP	OPRM1-OPRD1 ag
O=C(Nc1ccc(S(=O)(=O)Nc2ccccn2)cc1)c1cccc(Cl)c1	-4	-6	6	-1	0.1	-3	9	-2	2	-1.1
Cc1cccc(N2C(N)=C(C#N)C(C#N)(C#N)C2c2ccccc2)c1 (stereo unspecified)	2	-9	-12	·	0.9	-3	-1	-4	0	2.9
O=C(Nc1nnc(-c2cccs2)s1)C1CC1	-2	-8	3	-8	-1.4	3	-7	2	0	-0.6
Cc1ccc(CNC(=S)Nc2ccc(NS(=O)(=O)c3ccc(C)cc3)cc2)cc1	5	-6	-21	-1	0.6	11*	11	-3	-3	4.1
Cc1cccc(NC(=O)C2CCN(S(=O)(=O)c3c(C)noc3/C=C/c3ccco3)CC2)n1	-2	-3	10	1	0.6	0	-16	-4	-3	-1.9
O=C(OCc1nnc(-c2ccccc2)o1)c1ccc(CO)cc1	0	3	8	·	-1.0	0	13	2	-4	-1.6
CCOC(=O)c1csc(-c2snnc2C)n1	2	0	13	·	0.4	3	-19	6	1	-2.5
COc1ccccc1NC(=O)NC(=O)c1ccccc1	-3	-9	-27	-3	0.4	2	-3	3	-8	4.9
COC(=O)c1cc(Br)ccc1OC(=O)c1cccnc1	-1	-4	-4	10	0.5	8	-22	-1	-8	0.7
Cc1ccc(N(CC(=O)NN=C2CCN(C)CC2)S(=O)(=O)c2ccc(C)cc2)cc1	0	-9	19	-1	1.0	-3	-4	3	-3	-4.0
CNC(=O)c1cc(S(=O)(=O)N2CC(C)OC(C)C2)ccc1N1CCCCC1 (stereo unspecified)	-6	1	6	-1	0.8	-5	-16	-6	1	-1.0
CC(C)Oc1ccc(OCCSc2nc3ccccc3n2CC(=O)O)cc1	-4	-5	1	-5	-0.4	3	-12	-4	0	-0.1
COc1cccc(CNC(=O)CCNS(=O)(=O)c2cccs2)c1	3	-39	7	-4	1.3	1	-18	5	4	-1.3
CCCN(CC(=O)Nc1ccccc1C)C(=O)Cc1n[nH]c(=O)c2ccccc12	-5	-7	-6	0	0.9	1	-1	-3	3	1.5
COC(=O)c1cc(S(=O)(=O)N2CCCCC2C)c[nH]1 (stereo unspecified)	-5	-2	6	7	-0.1	-1	2	0	-1	-1.1
Cc1cccc(OCC(=O)O/N=C(\N)Cc2ccc([N+](=O)[O-])cc2)c1	-1	-16	-13	-4	0.7	-3	8	0	-4	2.4
[NH-]c1ncnc2c1N=C[N+]2=CC=CCO	1	7	6	-2	1.6	2	-8	-4	-6	-1.3
CS(=O)(=O)c1ccc(Cl)c(NC(=O)COC(=O)CCCN2C(=O)c3cccc4cccc(c34)C2=O)c1	-1	0	7	-2	0.0	9	-26	1	-2	-1.1
C=C[C@@H]1c2cc(C)ccc2N(S(=O)(=O)c2ccc(C)cc2)[C@H](c2ccccc2C(F)(F)F)C1(C#N)C#N	3	3	10	0	1.3	6	-18	0	-1	-1.7
C1CCc2c(nnc3c2-c2nonc2CC3)C1	-2	8	-11	-19	-0.4	0	0	5	0	1.8

molecule	V-ATPase pH	Cardiac RTF inh	MOR-DOR inv ag	CAL-PDZ inh HTS	C-LANA FP	HTR5A ag ctr	HTR5A inv ag	RTF Ca sens act	Keap1 Nrf2 FP	OPRM1-OPRD1 ag
COCCSc1nnc(NC(=O)C2CC(=O)N(c3ccc(Cl)cc3)C2)s1 (stereo unspecified)	-2	-11	14	0	-0.2	2	-4	4	0	-3.0
c1ccc(CNc2ncnc3[nH]ncc23)cc1	-1	0	4	·	-0.8	0	2	0	1	-0.8
Cc1ccc(C(=O)OCC(=O)N2CCOCC2)cc1	-1	-15	1	·	-1.4	0	5	1	-1	-0.1
O=C(NCc1ccc2c(c1)OCO2)C1CCCCC1	1	-7	6	-2	-3.4	-1	5	-4	-2	-1.2
Oc1ccc(CCNc2c3ccccc3nc3ccccc23)cc1O	3	3	-11	-5	-7.6	5	-19	-1	-6	2.2
COCCNC(=O)C(=O)N/N=C/c1ccc(C(=O)OC)cc1	0	3	8	-4	1.7	5	5	1	-3	-1.6
Cc1ccc2c(CN3CC(C)CC(C)C3)cc(=O)oc2c1C (stereo unspecified)	-4	-6	6	-2	-1.0	3	-12	-2	-2	-1.2
O=C(c1cccnc1)N1CCN(Cc2cccc(F)c2)CC1	-1	6	18	-3	1.4	7	9	0	4	-3.1
O=C(C1=C[C@@H](c2ccc3c(c2)OCO3)C[C@@H](OCCCCO)O1)N1CCN(Cc2ccc3c(c2)OCO3)CC1	4	-11	8	-2	-1.7	0	7	-1	1	-1.5
CCOc1cc(N2CCOCC2)c(OCC)cc1NC(=O)c1c(-c2ccccc2Cl)noc1C	2	-9	-1	6	-0.9	2	-4	-1	1	0.2
O=C(COC(=O)CC1CC2CCC1C2)Nc1c(F)cccc1F (stereo unspecified)	3	1	13	0	-0.8	4	-11	3	0	-2.5
Cc1ccc2oc(C(=O)NCC(c3ccco3)N3CCCC3)c(C)c2c1 (stereo unspecified)	0	-5	-17	8	4.1	3	-12	1	1	3.4
CCCn1nc(NS(=O)(=O)c2ccccc2)c2cc3cc(C)ccc3nc21	7	-2	15	-2	1.8	3	4	-13	1	-2.9
COc1cc(-c2cc(=O)c3c(O)c(OC)c(OC)cc3o2)cc(OC)c1O	1	0	9	-2	2.9	-3	4	-1	-5	-1.9
CCOc1cc(C)c(Cl)cc1S(=O)(=O)NC1CC(C)(C)NC(C)(C)C1	5	-9	10	0	-1.7	2	-31	-5	-3	-1.8
Cc1csc(NC(=O)c2cc3c(s2)CCCC3)n1	-1	-12	6	-5	0.6	5	4	0	0	-1.0
Cc1cc(NC(=O)Cn2c(=O)c3c(ncn3CC(C)C)n(Cc3ccccc3)c2=O)no1	7	-11	0	6	-1.7	0	-19	-1	8	0.0
O=C(Nc1ccc(-n2cnnn2)cc1)C(c1ccccc1)c1ccccc1	1	-7	11	-4	2.0	-3	7	5	3	-2.4
CC1(c2nnc(-c3ccc(Cl)cc3)o2)CC(c2ccncc2)=NO1 (stereo unspecified)	-4	-18	14	10	-1.7	4	4	-1	-1	-2.5
Cn1cnnc1Sc1ccc(C(=O)OCC(=O)Nc2ccccc2)cc1[N+](=O)[O-]	0	6	-22	4	-1.5	0	1	-8	1	3.1

molecule	V-ATPase pH	Cardiac RTF inh	MOR-DOR inv ag	CAL-PDZ inh HTS	C-LANA FP	HTR5A ag ctr	HTR5A inv ag	RTF Ca sens act	Keap1 Nrf2 FP	OPRM1-OPRD1 ag
Cc1ccc2[nH]c(=O)c(CNC(C)C)cc2c1	7	6	9	-4	-1.5	-3	-29	1	-4	-1.6
O=C1[C@@H](Oc2ccccc2)[C@@H](c2ccccc2)N1c1cccnc1	-1	-3	12	-2	1.0	-3	10	1	3	-2.5
CC1CCCN(CC(=O)Nc2cc(S(=O)(=O)N3CCOCC3)ccc2N2CCCC2)C1 (stereo unspecified)	-5	-3	5	·	1.9	-1	2	-2	4	-0.9
COCCNC(=O)C(c1ccc(C)cc1)N(Cc1ccccc1)C(=O)CCC(=O)Nc1ccccn1 (stereo unspecified)	4	-1	0	17	-0.6	5	-15	-10	-2	0.0
Cn1c(SCC(=O)N2CCN(c3ccccc3)CC2)nnc1-c1ccco1	-1	-3	4	·	0.3	1	9	3	-1	-0.8
CC(NC(=S)NCCc1ccccc1)C(c1cccs1)N1CCN(Cc2ccccc2)CC1 (stereo unspecified)	0	-2	-18	·	1.7	-6	-1	-5	1	3.3
CCOC(=O)c1c(/N=C/c2ccccc2O)sc2c1CCC2	2	-14	8	·	-2.0	3	-8	7	-5	-1.4
CC(NC(=O)c1ccccc1Cl)C(=O)Nc1ccc2c(c1)OCO2 (stereo unspecified)	6	-5	5	-2	-2.5	-1	11	-8	-1	-0.7
C=CCOc1ccc(C(=O)NC2CCCCC2)cc1	4	-5	12	-3	-0.4	-1	-21	3	-3	-2.2
CCOC(=O)N1CCN(c2nc3ccccc3nc2C(C#N)S(=O)(=O)c2ccc(C)cc2)CC1 (stereo unspecified)	0	0	13	0	0.2	2	9	1	2	-2.8
Cc1noc(C)c1C(=O)NCc1cccs1	1	-2	3	1	2.2	2	6	-4	1	-0.5
CCN(C#N)c1nc(NC(C)C)nc(NC(C)(C)C)n1	-4	-1	8	-5	-1.3	10	-25	-3	1	-1.9
Cc1ccc2nc(NC(=O)CN3C(=O)NC4(CCCCC4)C3=O)sc2c1	0	2	6	7	-18	-2	6	-8	-2	-0.9
CN(C)CCSc1nnc(-c2ccccc2)o1	7	11	11	0	0.1	3	14	-1	2	-1.9
O=C(CCC(=O)Nc1ccc(Oc2ccccc2)cc1)NCCO	0	4	21	-7	-1.3	0	0	-4	-5	-5.0
CC(C)C[C@@H](CN1CCC[C@@H]1CN1C(=O)C(=O)NC[C@@H]1Cc1ccccc1)N1C[C@H](Cc2ccc(O)cc2)N(CCc2ccccc2)C(=O)C1=O	0	-6	13	-11	-1.0	-5	17	0	-4	-2.7
COc1ccc(OC)c(NC(=O)CS(=O)(=O)Cc2ccccc2)c1	2	-11	15	-4	1.5	2	5	2	-3	-2.8
COC(CC(=O)NNC(=S)Nc1ccccc1)OC	-1	-5	-6	2	0.5	-3	9	0	-4	0.8
Nc1nnc(SCc2cc3c(cc2Cl)OCO3)s1	-3	-3	8	-4	0.1	1	18	-1	4	-1.3
O=P(CCc1ccccc1)(c1ccccc1)c1ccccc1	3	-5	9	-4	0.6	0	0	1	1	-1.9
O=C(COC(=O)CNS(=O)(=O)c1ccc2ccccc2c1)Nc1ccc2c(c1)OCO2	-2	9	7	-2	0.8	4	-3	-3	-5	-1.4
